PglD inh: inhibitors of Campylobacter jejuni PglD acetyltransferase; purified PglD enzyme, DTNB colorimetric CoA detection; inhibition, % at 12.5 µM; hit rate 0.098% among 360,000; AID 602405; in the data active = inhibition above about 16%, passing the limit was not always enough; inconclusive = no clear call, values can overlap the other calls; note: strong numbers were not always called active
E-sel inducer: induces E-selectin expression in human endothelial cells; hit rate 0.37% among 260,000; AID 686992; activation, % at 7.58 µM; HUVEC E-selectin immunofluorescence imaging; normalized: neutral wells 0, TNF-alpha wells 100;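 active = mean E-selectin-positive cell signal at least 10% of the positive control, reached in at least 60% of replicates, without over 20% cell loss; inconclusive = no rule given, readout overlaps actives, possibly toxicity-flagged; inactive = the rest, including those meeting only one limit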;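 note: in these data hits start at about 27%; measured in HUVEC primary endothelial cells; signal is the percent of cells scored E-selectin positive by PE staining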
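Material: HUVEC primary endothelial cells; Amount: 3,000 cells per well; Dosing: single concentration; Medium: EGM-2 growth medium on 0.1% gelatin-coated wells; Read-out basis: percent E-selectin-positive cells; Signal: immunofluorescence imaging; Control set: TNF-alpha, DMSO.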
RAD54 inh: inhibitors of human RAD54 branch migration; Q92698; RAD54 Holliday junction branch migration, FAM/BHQ fluorescence; inhibition, % at 10.4 µM; hit rate 0.14% among 360,000; AID 602329;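 active = mean normalized replicate activity at least 40 and at least half of replicates scoring 40 or more; inconclusive = only one of the two criteria met; inactive = mean below 40 and under half of replicates reaching 40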;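 note: 0% = median of neutral control wells and 100% = median of positive control wells; inhibitors cause a drop in the FAM fluorescence signal; in these data hits start at about 50%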
Target sequence (Q92698 whole entry, looked up): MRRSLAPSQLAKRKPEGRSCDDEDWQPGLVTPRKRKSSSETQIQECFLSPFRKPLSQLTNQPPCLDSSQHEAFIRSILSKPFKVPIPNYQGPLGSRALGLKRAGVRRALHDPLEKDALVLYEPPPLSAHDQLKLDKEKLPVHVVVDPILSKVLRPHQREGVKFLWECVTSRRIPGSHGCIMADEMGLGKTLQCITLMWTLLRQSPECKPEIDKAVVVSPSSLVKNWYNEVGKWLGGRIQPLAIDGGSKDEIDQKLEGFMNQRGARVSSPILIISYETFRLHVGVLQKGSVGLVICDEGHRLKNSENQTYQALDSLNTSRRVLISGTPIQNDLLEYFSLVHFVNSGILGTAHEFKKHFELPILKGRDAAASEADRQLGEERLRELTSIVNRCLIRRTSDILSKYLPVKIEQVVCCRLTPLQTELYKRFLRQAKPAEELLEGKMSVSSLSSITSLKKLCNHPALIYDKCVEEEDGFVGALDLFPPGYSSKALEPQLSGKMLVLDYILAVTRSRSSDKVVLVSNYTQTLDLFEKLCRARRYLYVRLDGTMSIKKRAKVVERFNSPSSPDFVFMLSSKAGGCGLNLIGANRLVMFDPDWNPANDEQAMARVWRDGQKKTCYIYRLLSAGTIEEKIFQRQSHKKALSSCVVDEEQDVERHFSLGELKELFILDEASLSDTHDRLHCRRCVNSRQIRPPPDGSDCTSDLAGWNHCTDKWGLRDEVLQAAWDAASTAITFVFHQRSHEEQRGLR
esBAF inh: blocks esBAF chromatin remodeling in mouse ES cells; Bmi1-luciferase knock-in reporter, 24 h; 100% = twice the neutral-well signal; reporter increase, % at 12.5 µM; hit rate 2% among 350,000; AID 602393; in the data active = activation above about 40%; inconclusive = no clear call, values can overlap the other calls;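 note: 0% = median of the plate's neutral control wells and 100% = double that signal; a rise in the Bmi1 reporter signal indicates esBAF inhibition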
RAD52 inh: RAD52 (human) annealing inhibition. hit rate 0.46% among 360,000. recombinant RAD52 DNA annealing, FRET fluorescence. inhibition, % at 18.7 µM. P43351;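 active = every replicate showing at least 50% inhibition; inconclusive = mean inhibition at least 50% but not in every replicate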
Casp6 inh: caspase-6 (human) enzyme inhibition. hit rate 0.53% among 350,000. purified caspase-6, Z-VEID-R110 cleavage fluorescence. P55212. inhibition, % at 12.5 µM. AID 686996;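 active = mean inhibition across replicates at least about 35%, with every replicate also reaching that limit, limit read from the data; inconclusive = only one of the two criteria met; inactive = neither criterion met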;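 note: 0% = median of neutral control wells and 100% = no fluorescence left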
Target sequence (P55212 24-179 limits assumed): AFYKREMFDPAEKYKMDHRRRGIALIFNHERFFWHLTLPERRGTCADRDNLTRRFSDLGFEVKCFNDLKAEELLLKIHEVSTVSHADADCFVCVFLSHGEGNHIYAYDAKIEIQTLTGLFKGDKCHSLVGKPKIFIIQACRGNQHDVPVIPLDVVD
Target sequence (P55212 194-293 limits assumed): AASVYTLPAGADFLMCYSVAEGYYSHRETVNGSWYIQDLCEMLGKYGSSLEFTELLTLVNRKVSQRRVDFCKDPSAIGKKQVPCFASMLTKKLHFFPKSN
ARNT TACC3 PPI: disrupts binding between human ARNT and TACC3. AlphaScreen His-ARNT PAS-B/GST-TACC3 binding, luminescence; TACC3 fragment carries E629A point mutation. AID 623870. Q9Y6A5. hit rate 0.66% among 390,000. inhibition, % at 9.99 µM;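 active = mean inhibition of replicates at least 50% and at least half of replicates each reaching 50%; inconclusive = half or more replicates reach 50% but mean below 50%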;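 note: 0% = complete ARNT plus TACC3 wells and 100% = ARNT alone without TACC3; many hits fall short of the cut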
ERp5 inh: inhibitors of human ERp5; inhibition, % at 9.99 µM; AID 651711; ERp5 insulin aggregation, absorbance 650 nm, 90 min; hit rate 0.05% among 350,000;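 active = mean replicate inhibition above about 25%, with every replicate also reaching it, limit read from the data, passing the limit was not always enough; inconclusive = only one of those two criteria met; inactive = neither criterion met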
* marks the source's active call; other numbers are inactive results; ? = inconclusive; . = not tested or not shown.

Every second line gives: PglD inh	E-sel inducer	RAD54 inh	esBAF inh	RAD52 inh	Casp6 inh	ARNT TACC3 PPI	ERp5 inh
- Cc1cc(N2CCN(CC(O)C(F)(F)F)CC2)c2ccccc2n1 (centres undefined)
  6	0.1	6	2	8	-6	6	1
- CCOC(=O)CC1C(=O)NCCN1C(=O)c1cccc(C(F)(F)F)c1 (centres undefined)
  4	.	0	2	.	.	-5	.
- O=C(O)c1ccc(-c2nc3scc(-c4ccccc4)c3c(=O)[nH]2)cc1
  0	0.2	-2	-5	-74	2	7	2
- CCN(CC)C(=O)c1ccccc1NS(=O)(=O)c1ccc(OC)c(C(=O)N2CCOCC2)c1
  -1	.	-9	4	-8	-4	-2	4
- COc1ccc(N2CCN(C(=O)Cn3ncc4c([nH]c5ccccc54)c3=O)CC2)cc1
  5	.	-12	2	-19	-2	.	5
- CC(=O)Nc1ccc(S(=O)(=O)Nc2nc3cc4c(cc3nc2Cl)OCCO4)cc1
  2	-0.5	4	-2	-6	15	11	0
- O=C(COc1cccc(C(F)(F)F)c1)Nc1cccc(S(=O)(=O)NC2=NCCCCC2)c1
  -2	0.5	1	-4	-15	1	-9	.
- C[C@@H]1CCCCO[C@H](CN(C)S(=O)(=O)c2cn(C)cn2)[C@@H](C)CN([C@H](C)CO)C(=O)c2cc(NS(=O)(=O)c3ccccc3)ccc2O1
  -3	0.0	-2	-4	1	0	-12	-3
- CCn1c(COc2ccccc2C)nnc1SCC(=O)Nc1cc(C)on1
  1	.	6	2	.	.	22	.
- O=C(Cn1ccc(C(F)(F)F)n1)N=Nc1c(O)[nH]c2ccc(Br)cc12
  .	.	.	3	-11	9	0	5
- COc1ccc(N(CC(=O)N2CCc3ccccc32)S(=O)(=O)c2c(C)noc2C)cc1
  -8	.	-2	-3	.	.	-3	.
- COc1cccc(/C=N/NC(=O)NC2CCCCC2)c1O
  -4	3.1	-13	?	4	6	-5	9
- Cn1nc(C(=O)N2CCCC2)c2ccccc2c1=O
  0	.	16	1	.	.	-2	.
- Cc1noc(C)c1NC(=O)Nc1cccc2c1O[C@@H](CN(C)Cc1ccc(Cl)c(Cl)c1)[C@@H](C)CN([C@H](C)CO)C2=O
  -1	-2.9	-7	4	10	0	-8	0
- CC(C)c1ccc(/C=C/C(=O)NCc2ccc(S(N)(=O)=O)cc2)cc1
  .	.	.	.	-13	-2	-17	-3
- CC(C)C[C@@H](CC#N)N1CCN(Cc2ccccc2)CCC1=O
  -1	.	-1	5	-82	0	-1	-2
- O=C(CSc1nnc(NC(=O)c2ccco2)s1)Nc1ccccc1F
  5	-0.1	0	3	-8	-1	-9	2
- COc1ccc(CN(C)C[C@H]2OCCCC[C@@H](C)Oc3ccc(NS(=O)(=O)c4ccc(OC)cc4)cc3C(=O)N([C@@H](C)CO)C[C@H]2C)cc1
  0	-0.2	10	-6	.	.	-4	.
- CSc1ccccc1NC(=O)CN(C)CC(=O)Nc1cc(C)ccc1C
  .	-2.3	.	.	-14	0	.	2
- C[C@@H]1CN([C@H](C)CO)C(=O)c2cc(NC(=O)CCCN(C)C)ccc2O[C@H]1CN(C)CC1CCCCC1
  15	-0.2	15	-3	8	.	-1	0
- O=C(COc1ccc(/C=N/NC(=O)C(=O)N2CCCCCC2)cc1)Nc1ccccc1Cl
  5	.	-4	.	2	0	0	5
- Cc1ccc(CN(C(=O)c2csnn2)C(C(=O)NC2CCCC2)c2ccco2)cc1 (centres undefined)
  3	0.6	13	-2	-13	2	3	2
- C[C@@H]1CCCCO[C@@H](CN(C)C(=O)Cc2ccccc2)[C@@H](C)CN([C@H](C)CO)C(=O)c2cc(NS(=O)(=O)c3cccs3)ccc2O1
  .	?	.	.	20	0	.	11
- CCCN(C(=O)CSc1nc2cc(S(=O)(=O)N(CC)CC)ccc2o1)C1CCS(=O)(=O)C1 (centres undefined)
  3	-0.1	-3	-2	12	7	-1	4
- Cc1cc(N2C(=O)C(O)=C(C(=O)c3ccc(C)o3)C2c2cccs2)no1 (centres undefined)
  -14	.	-3	6	.	.	-6	.
- COc1ccc(N2C(=O)C(CN3CCN(C)CC3)C2c2ccccc2)cc1 (centres undefined)
  .	.	.	.	-10	-1	-2	-9
- COc1cc(/C=N/n2cnnc2)ccc1OC(=O)c1ccco1
  .	0.2	.	.	-3	7	.	-2
- Cc1nc(C#N)c(N/N=C/c2cccc(Cl)c2)o1
  2	2.0	11	93*	-3	-1	6	6
- COP(=O)(/C=C/c1ccccc1)C(O)c1ccc(F)cc1 (centres undefined)
  6	.	2	-4	.	.	-2	.
- Cc1cc(C)c(C)c(S(=O)(=O)N[C@@H](C)C(=O)OC(C)C(=O)NC(N)=O)c1C (some centres undefined)
  .	2.8	.	-7	-17	2	-1	1
- O=C(COc1ccccc1N1C(=O)C2C3C=CC(C3)C2C1=O)c1ccccc1 (centres undefined)
  .	.	.	.	-5	-3	-10	3
- Cc1noc(C)c1S(=O)(=O)Nc1ccc2c(c1)C(=O)N([C@H](C)CO)C[C@H](C)[C@@H](CN(C)S(=O)(=O)c1ccc(F)cc1)OCCCC[C@H](C)O2
  -1	0.6	-7	-4	82*	5	4	-5
- C[C@@H]1CN([C@@H](C)CO)C(=O)c2cc(-c3ccccc3F)cnc2O[C@H]1CN(C)C(=O)C1CCOCC1
  1	-0.1	6	6	18	-2	-5	3
- COc1cc(/C=C/C(=O)N(C)CC(=O)Nc2ccccc2Br)cc2c1OCCO2
  -4	-0.5	-5	5	-60	0	-2	-3
- O=C(Nc1cccnc1)OCc1ccccc1
  3	.	-7	31	-7	-1	-7	4
- CN(C)CC1CCC/C(=C\c2ccc(OC(=O)/C=C/c3ccc(Cl)c(Cl)c3)cc2)C1=O (centres undefined)
  .	0.0	.	4	6	8	0	6
- CCNc1cc2oc(=O)c(CN3CCOCC3)c(C)c2cc1C
  -4	.	3	1	.	.	-11	.
- Cc1ccccc1NS(=O)(=O)c1ccc(OCC(=O)NCc2ccco2)cc1
  1	.	-8	-2	.	.	4	.
- Cc1cccc(N2C(=O)N3[C@@H]4c5ccccc5OC[C@@H]4[C@@H](c4ccccc4)[C@@]3(C)C2=O)c1
  0	.	4	1	-9	4	1	5
- COc1cccc(CNC(=O)CCC(=O)N2CCSc3ccccc32)c1OC
  1	.	1	10	-12	-1	25	-2
- CCN1CCC(O)(C#Cc2ccccc2)CC1
  5	-0.2	-10	-3	1	-6	-10	1
- C[C@@H](NC(=O)[C@@H]1Cc2ccccc2CN1)C(=O)Nc1ccc2c(c1)OCCO2
  4	3.3	6	-17	-7	2	6	3
- CCN1CCN(c2nc3c(c(=O)[nH]c(=O)n3C)n2Cc2ccccc2)CC1
  5	0.3	8	1	5	0	18	2
- Cc1nc(SCc2ccccc2)n[nH]1
  -11	0.0	-17	4	-4	-3	-5	4
- Cc1noc(C)c1NC(=O)Nc1ccc2c(c1)C(=O)N([C@H](C)CO)C[C@H](C)[C@H](CN(C)Cc1ccc(C(=O)O)cc1)O2
  -6	-4.3	1	0	4	-1	-2	-4
- CC(C)(C)N(Cc1ccccc1)C(=O)COC(=O)c1ccc(S(=O)(=O)N2CCOCC2)cc1
  2	0.3	3	3	-31	-2	0	0
- O=C(O)CSc1nnc(-c2ccco2)o1
  2	-0.8	0	0	.	.	-6	.
- O=S(=O)(Nc1nccs1)c1ccc(F)cc1
  .	1.0	.	-4	-6	-2	-4	5
- COc1ccc(NC(=O)N2CC(=O)N3[C@H](CO)[C@H](c4ccc(C#CCC5CCCC5)cc4)[C@H]3C2)cc1
  .	-0.4	.	.	-12	1	.	-1
- C[C@@H]1CN([C@H](C)CO)S(=O)(=O)c2ccc(C#Cc3ccncc3)cc2O[C@@H]1CN(C)C(=O)Nc1ccc2c(c1)OCO2
  1	-0.1	-19	3	12	-2	2	1

More entries follow:
Every second line gives: PglD inh	E-sel inducer	RAD54 inh	esBAF inh	RAD52 inh	Casp6 inh	ARNT TACC3 PPI	ERp5 inh
- O=C(C[C@@H]1C=C[C@H](NC(=O)Nc2ccccc2)[C@H](CO)O1)NCc1cccc(F)c1
  7	-0.6	3	0	3	0	-5	-1
- Cc1ccc(SCC(=O)Nc2nccs2)cc1
  1	-0.1	5	24*	-4	-1	-1	?
- COc1ccc(NS(=O)(=O)c2cccc(C(=O)NNC(=O)CNC(=O)c3ccccc3)c2)cc1
  -8	-0.3	9	-7	-6	6	0	1
- COc1ccccc1NC(=O)N[C@@H]1CC[C@@H](CCn2cc(-c3ccccc3OC)nn2)O[C@H]1CO
  -2	-0.3	5	12	-2	0	-17	-3
- CC(C)NC(=O)N(C)C[C@@H]1Oc2ccc(NC(=O)CCCCCC(=O)Nc3ccccc3N)cc2CC(=O)N([C@H](C)CO)C[C@@H]1C
  -1	0.3	-12	0	-20	1	4	-5
- COc1cccc(/C=N/NC(=O)CCn2cnc3ccccc32)c1
  3	0.3	1	.	-10	0	-4	2
- CCCCN(C(=O)C1CC(=O)N(c2ccc3c(c2)OCCO3)C1)c1c(N)n(CC(C)C)c(=O)[nH]c1=O (centres undefined)
  4	-0.3	12	6	0	-1	-2	0
- CC1(C(=O)NS(=O)(=O)c2cccc(C#N)c2)CCN1C(=O)CC1CCCCC1 (centres undefined)
  2	0.0	-3	2	1	19	.	0
- CCOc1ccc(S(=O)(=O)N/N=C(\C)C2CCCCC2)cc1
  .	0.0	.	.	11	2	-4	-1
- COc1ccc(S(=O)(=O)Nc2ccc3c(c2)CC(=O)N([C@H](C)CO)C[C@H](C)[C@@H](CN(C)S(C)(=O)=O)O3)cc1
  1	-12	-7	-1	3	-5	-18	-4
- O=C(N[C@@H]1CC[C@@H](CCNC(=O)c2ccccc2F)O[C@H]1CO)c1ccc2c(c1)OCO2
  0	-0.1	9	3	-10	-5	-6	0
- CCN1C(=O)[C@H]2[C@@H](c3ccc(C(F)(F)F)cc3)N[C@]3(CCCN(Cc4ccco4)C3=O)[C@H]2C1=O
  -6	3.9	-3	-6	-30	5	.	-2
- COc1ccc(C(=O)N2CCN(c3ncnc4c(-c5ccccc5)nsc34)CC2)cc1
  -6	.	13	5	.	.	-2	.
- CNC(=O)CSCc1c(Cl)cccc1Cl
  4	.	9	5	.	.	-1	.
- O=C(Nc1ccccc1)N1CCCCN2[C@H](CO)[C@@H](c3ccc(C4=CCCCC4)cc3)[C@H]2C1
  4	0.3	-14	-6	16	-2	10	2
- Brc1cc(Br)c(Oc2cc(Br)c(Br)cc2Br)cc1Br
  -4	.	-3	-1	-7	-3	.	9
- Cc1ccccc1-c1ccc([C@H]2[C@@H](CO)N3CCCCN(C(=O)NC4CCCC4)C[C@H]23)cc1
  4	0.9	21	-4	25	1	-13	-4
- COc1ccc2c3c(n(C)c2c1)[C@H](CO)N(C(=O)c1ccncc1)CC31CCN(S(C)(=O)=O)CC1
  .	0.4	.	.	2	0	.	-1
- COc1ccc(S(=O)(=O)Nc2c(C)c(C)cc3c2ncn3C)cc1
  -2	.	8	-7	-3	0	.	6
- Cc1occc1C(=O)NCc1nc(-c2ccccc2)no1
  0	.	12	9	-15	0	10	3
- CCC(C)NC(=O)CCc1c(C)nc2c(c(C)nn2-c2ccccc2)c1C (centres undefined)
  -1	-0.1	2	3	-16	-1	1	5
- CN1CCCN=C1/C=C/c1cccs1
  3	-0.9	-6	-5	-7	-10	-15	-1
- COc1ccc(OC)c(N(CC(=O)NCc2ccccc2)S(=O)(=O)c2ccc(OC)c(OC)c2)c1
  13	0.0	-9	4	-9	-3	2	-10
- CS(=O)(=O)N(CC(=O)N1CCc2ccccc2C1)c1ccccc1Br
  -5	.	4	0	-24	0	-11	1
- Cc1c(C(=O)N2CCCCCC2)nnn1-c1nonc1N
  0	.	-6	-5	-21	-5	-3	-1

Compounds as they come; overall some 3.2% were active at least once.
